eIF4E-4G inh: eIF4E–eIF4G protein interaction inhibitors, primary screen, biochemical, uHTS, TR-FRET, eIF4GI fragment; TR-FRET eIF4E-eIF4GI(517-606) binding, 2 h; inhibition, % at 21.7 µM; 220,000 tested, 0.37% active; AID 782, 2007;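 active = inhibition above about 30%, limit read from the data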;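 note: 0% = full FRET control wells and 100% = background wells lacking eIF4GI fragment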
EP2 modulator: EP2 receptor modulators, cAMP readout, primary screen, cell-based, HTRF cAMP, PGE2 stimulation; Prostaglandin E2 receptor EP2 subtype (Homo sapiens), P43116; EP2-expressing cells, cAMP HTRF FRET, PGE2 co-stimulation; induction, % at 25 µM; 260,000 tested, 0.83% active; AID 940, 2007;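 active = compounds whose cAMP rise, as percent of the full-agonist control response, exceeds 60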;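 note: rat C6 glioma line stably carrying human EP2 under a CMV promoter; the protocol text gives 20 µM as final concentration; 100% = response of wells given 1 µM PGE2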
Hck Nef HTS: inhibitors of Nef-activated human Hck kinase, primary screen, biochemical, Z-Lyte FRET, 384-well, Hck-YEEI. Tyrosine-protein kinase HCK (Homo sapiens), P08631. Recombinant Hck-YEEI plus Nef, Z-Lyte FRET kinase assay. inhibition, % at 20 µM. 220,000 tested, 0.68% active. AID 463187, 2010;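 active = Hck-Nef kinase inhibition above about 50%, limit read from the data; inactive = inhibition below that limit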;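 note: 0% = DMSO with Hck plus Nef and 100% = Hck alone without Nef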
L929 necroptosis: inhibitors of zVAD-triggered necroptosis, primary screen, L929 cells. viability rescue, % at 10 µM. 220,000 tested, 0.38% active. AID 1377, 2008. L929 zVAD necroptosis rescue, ATP luminescence, 24 h; with zVAD 60 µM;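 active = activation, scaled between plate controls, above about 75%, limit read from the data; inactive = activation under that limit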;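 note: 0% = zVAD with DMSO and 100% = DMSO alone without zVAD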
m-calpain inh: inhibitors of pig calpain II, primary screen, biochemical, fluorogenic peptide substrate, 1536-well. purified calpain II, 30 min. inhibition, % at 16 µM. 220,000 tested, 0.37% active;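 active = inhibition above about 50%, limit read from the data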
Rad51 HR inh: human RAD51 strand exchange inhibitors, primary screen, biochemical, fluorescence. DNA repair protein RAD51 homolog 1 (Homo sapiens), Q06609. hRad51 DNA strand exchange, fluorescence dequenching. inhibition, % at 10 µM. 200,000 tested, 0.085% active. AID 1385, 2008;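 active = inhibition above 40% at the single screening dose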;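 note: 0% = DMSO control wells and 100% = blanks with heterologous ssDNA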
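Test system: preformed human Rad51 ssDNA filaments; also added: Donor/quencher-labelled 47-bp dsDNA substrate; doses: 10 µM final, single point; times: 37 °C 15-min filament assembly, 30-min compound preincubation, 15-min exchange; detection: FRET fluorescence dequenching, excitation 485 nm, emission 520 nm; read-out basis: Fluorescence-based percent inhibition, control- and blank-normalised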
EP2 antag: human EP2 receptor antagonists, primary screen, TR-FRET cAMP, C6 glioma cells; inhibition, % at 25 µM; Prostaglandin E2 receptor EP2 subtype (Homo sapiens), P43116; C6 glioma cells expressing human EP2; cells stimulated with saturating PGE2; 260,000 tested, 0.52% active;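 active = percent inhibition above 40 after rounding to a whole number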;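 note: rat C6 glioma host cells with rolipram phosphodiesterase inhibitor present; the protocol text gives 20 µM as final concentration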
TbHK1 inh: Trypanosoma brucei hexokinase 1 inhibitors, primary screen, biochemical, G6PDH-coupled NADH absorbance, MLSCN library; 220,000 tested, 0.11% active; recombinant TbHK1, G6PDH-coupled NADH A340; hexokinase 1 [Trypanosoma brucei]; inhibition, % at 10 µM; AID 1430, 2008;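 active = inhibition of 50% or more in the single-dose primary screen; inactive = inhibition below 50%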
14-3-3 Bad inh: inhibitors of 14-3-3 zeta/Bad binding, primary screen, biochemical, TR-FRET, bovine 14-3-3 zeta. inhibition, % at 21.7 µM. TR-FRET 14-3-3zeta/Dy647-pBad peptide displacement, 1 h. 14-3-3 protein zeta/delta (Bos taurus), P63103. 220,000 tested, 0.71% active;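 active = inhibition above about 70%, limit read from the data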;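 note: 0% = full 14-3-3 plus peptide FRET controls and 100% = background without 14-3-3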
An asterisk follows results filed as active; . = not tested or not shown; & = joins results of further samples; [ ] = remark or other dose. A portion of the library, so the mix of outcomes need not match the whole.

The line under a structure holds: m-calpain inh, Rad51 HR inh, eIF4E-4G inh, TbHK1 inh, L929 necroptosis, 14-3-3 Bad inh, Hck Nef HTS, EP2 antag, EP2 modulator
> CC1(C)Cc2ccccc2-c2nnc(C(F)(F)F)n21
  -3, -40, 15[fluorescence artefact?], -3, 0.4, -5, 2, 4, -2
> Cc1cccc(-c2nsc(SCC(=O)N3CCCC3)n2)c1
  -18, -4, 12, 5, 1.0, 4, 0, 8, -47
> O=C(CCCn1c(=S)[nH]c2cc3c(cc2c1=O)OCO3)NCc1ccco1
  -2, 4, 0, -13, -0.1, -1, 11, 6, -63
> COc1ccc(Cn2c(=O)sc3ccccc32)cc1OC
  -11, -31, -12, -3, 0.1, -2[fluorescence artefact?], 0, 2&11, -12&-12
> O=C(NNC(=S)NCc1ccco1)c1cccs1
  1, -15, -3, -7, 1.9, -8, 0, 4, -4
> Cc1ccc(C)c(Cn2c(=O)n(CCC(=O)NCc3ccco3)c(=O)c3sccc32)c1
  15, -3, -11, 6, 0.1, -8, 4, 9, 20
> Cc1sc(NC(=O)CSc2nnc(C(C)C)n2C)c(C#N)c1C
  -21, 4, -3, -14, -1.0, -6, 7, 7, 1
> COc1ccc(CNCc2cn(-c3cccc(F)c3)nc2-c2ccc(C)o2)cc1
  -1, -18, -4, 0, 0.3, -1, -14, 10, 16
> O=C(CN1c2ccccc2Sc2ccccc21)N/N=C/c1ccc(Cl)cc1Cl
  -13, -6, 24, -19, 2.3, -4, 14, 5, 14
> Cc1cc(CO)nn1-c1ccc([N+](=O)[O-])cc1
  1, 4, 1, -13, -0.1, -9, 12, 9, -12
> Cc1noc(C)c1C(=O)Nc1c(F)cc(F)cc1Br
  2, -2, 0, -3, 0.1, 4, 0, 7, 2
> Cc1c(N2C(=O)CSC2=S)c(=O)n(-c2ccccc2)n1C
  -12, 27, -2, 1, 0.0, -9, 2, 2, -2
> CN(C(=S)NC(=O)c1ccccc1)c1c(N)n(Cc2ccccc2)c(=O)[nH]c1=O
  -5, 1, -11, -12, 0.5, -1, 13, 5, -13
> CCOC(=O)Nc1ccc2c(c1)N(C(=O)CCN1CCN3CCCC3C1)c1ccccc1CC2 (stereo not drawn)
  -20, ., -5, -4, 0.0, 62[fluorescence artefact?], 3, ., 5
> CCS(=O)(=O)N1CCCC(C(=O)NC2CCC(C)CC2)C1 (stereo not drawn)
  -5, 6, 1, 2, 2.6, 8, 0, 17, 13
> Cc1ccccc1C([O-])=Nc1ccc[n+](-c2nc3ccccc3nc2NS(=O)(=O)c2ccccc2)c1
  -22, 2, 0, -13, -0.5, 1, 2, 0, 14
> CC12CC(c3ccccc3O1)N(C(=O)c1ccc(Br)o1)C(=O)N2c1ccccc1 (stereo not drawn)
  14, -6, -6[fluorescence artefact?], -3, -0.4, -12[fluorescence artefact?], 2, 12, 37
> O=C(Nc1ccccc1Cl)Oc1ccc(-c2ccccc2)cc1
  11, -3, 2, -4, -0.5, -2, 21, 6, -3
> O=C(Cc1cccs1)NC(c1ccccc1)c1ccccc1
  -12, ., 0, 2, -0.7, -5, 5, 4, 29
> CC(C)(C)OC(=O)N1CC(O)CC1C(=O)OCC(=O)c1ccc(-c2ccccc2)cc1 (stereo not drawn)
  -6, -1, 6, -7, 0.4, 2, -6, 6, 13
> O=Nc1c(O)[nH]c2ccc(Cl)cc12
  32, 1, -2, 1, 44, 5, 19, -1, -5
> COc1ccc(N2CCN(c3ncccn3)CC2)cc1
  -15, 10, 0, -8, -0.2, 10, 1, 8, 29
> Cc1ccc(C)c(NC(=O)CSc2nnc(-c3ccccc3)n2N)c1
  -5, 16, -5, -4, -0.2, 15, -1, 18, -4
> COc1cccc(Cn2c(-c3nonc3N)nc3ccccc32)c1
  -20, -1, 0, 0, 1.7, -13, 1, 3, 64*
> COc1ccc(C(=O)COC(=O)[C@H](C)Nc2ccc(C(F)(F)F)cc2[N+](=O)[O-])cc1
  -6, -2, 4, -5, -0.1, -1, 0, 12, 8
> C1CCC2=NCCCN2CC1
  14, 3, 3, -10, 0.8, 6, -2, 10, 7
> O=C(NCc1csc(-c2cccs2)n1)C1CCCCC1
  -10, 9, 3, -20, 0.6, -1, -7, 14, -20
> CCCCNS(=O)(=O)c1ccc2nc(-c3cccnc3)cc(C(=O)NC3CC3)c2c1
  -38, ., 5, -9, ., -5[fluorescence artefact?], -9, 8, 4
> COc1ccccc1CNC(=O)c1ccoc1C
  -5, 1, 5, 1, 0.9, 3, 4, 4, 4
> O=C(NCCN1CCOCC1)C1CCN(Cc2ccccc2O)CC1
  -5, 1, 0, 3, -0.4, 28, 0, 11, 6
> c1coc(-c2nnc3n2C2(CCCC2)Cc2ccccc2-3)c1
  24, 7, 2, 6, -0.3, -7, 0, 7, 2
> Cn1cnnc1SCC(=O)Nc1nc(-c2ccc(F)cc2)cs1
  -7, 4, 5, 0, 0.8, -7, 20, 8, -18
> CC1=C(C)CS(=O)N(S(=O)(=O)c2ccc(Cl)cc2)C1 (stereo not drawn)
  6, 6, 0, -1, 0.0, 2[fluorescence artefact?], 0, 22, -10
> N#Cc1nc(Cc2cccc3ccccc23)oc1N1CCN(c2ccccc2)CC1
  15, -3, -4, -6, -0.7, -24, 1, 11, -58
> O=S(=O)(Nc1ccccn1)c1cnc(Cl)c(Br)c1
  -12, 0, 2, 3, 0.4, 1, 0, 24, 13
> CCC(=O)Oc1c(C(=O)CC)cc2c(C)cc(=O)oc2c1C
  -441, ., 2, 3, 0.1, -12[fluorescence artefact?], -2, 11, 11
> CCOC(=O)C1CCN(C(=O)CCCN2C(=O)c3ccccc3C2=O)CC1
  15, 2, 1, 0, 0.4, 10[fluorescence artefact?], 6, 8, 12
> COc1ccccc1Nc1nc(N)nc(CN2CCN(c3ccccc3)CC2)n1
  -8, 2, -2, 0, -0.4, 4, 0, 6, -8
> Cc1ccc(-n2nc3c(SCCN4CCOCC4)nnc(C)c3c2C)cc1
  -10, 1, 1, -9, 1.9, 1[fluorescence artefact?], 2, 11, 15
> CCOC(=O)c1cnc(-c2ccccc2)nc1Oc1ccccc1
  9, -3, 4, 0, 0.0, 1, 1, 8, 56
> CC1=CC(C)C(/C=N/N=C(N)N)C(C)C1 (stereo not drawn)
  14, 11, -1, -1, 1.7, -4, 0, 1, -22
> Cc1cccc(C(=O)N/N=C2/SCC(=O)N2Cc2ccccc2)c1
  1, 0, 0, 0, 4.1, -3, 15, 10, 2
> CCC1C(C#N)=C(N)OC2=C1C(=O)CC(C)(C)C2 (stereo not drawn)
  14, ., 6, 1, -0.4, -19[fluorescence artefact?], 3, 7, 21
> CC(=O)OCCNc1nc(-c2ccccc2)nc2ccccc12
  -7, 11, -1, -12, 3.6, -9, 21, 11, -4
> Cn1cc(CN2CCc3sccc3C2)c(-c2ccccc2F)n1
  15, -16, 1, 9, -1.1, -10, -9, 5, -25
> CCOC(=O)CSc1nc(C)c(C(=O)OCC)s1
  1, -6, 4[fluorescence artefact?], 0, 0.1, -5, 13, 9, 6
> CCCn1nnnc1SCC(=O)Nc1sc(C)c(C)c1C#N
  19, -4, -12, -17, -0.8, -8, 13, 1, -1
> COc1ccc(/C=C/C(=O)NC2=NCCS2)cc1OC
  -99, 7, 2, -36, 14, -7, 21, 1, 18
> Cc1ccc(-c2cc(C(=O)Nc3ccc4c(c3)OCCO4)c3ccccc3n2)cc1
  -222, -3, -12, -11, 0.8, 30, -1, 8, -5
> CCCCC#Cc1ccc(C(=O)NNC(=O)Nc2cc(Cl)cc(Cl)c2)o1
  -29, ., 0, 31, 0.0, -9, 30, 11, -4

The list continues.
The line under a structure holds: m-calpain inh, Rad51 HR inh, eIF4E-4G inh, TbHK1 inh, L929 necroptosis, 14-3-3 Bad inh, Hck Nef HTS, EP2 antag, EP2 modulator
> CCOC(=O)c1cn2nc(-c3ccc(OC)cc3)cc2nc1C1CCN(C(=O)OC(C)(C)C)CC1
  -97, 2, 7, -21, 0.9, -1, 17, 14, 50
> CCOc1ccc(NC(=O)C(C)Oc2ccccc2C(=O)Nc2cccc(Cl)c2Cl)cc1 (stereo not drawn)
  44, 8, -10, -2, -0.2, 6, -1, 9, 1
> CCCn1c(SCC(=O)Nc2ccccc2-c2ccccc2)nnc1-c1ccoc1C
  22, 3, -3, -1, -0.5, 5, -1, 6, 5
> CCC(C)(C(=O)NC1CCCCC1)N(C(=O)CNC(C)=O)c1c(C)n(C)n(-c2ccccc2)c1=O (stereo not drawn)
  -24, -3, ., -4, -0.2, ., 0, 12, 14
> CC(=O)Nc1ccc(C(=O)OCC(=O)NC(=O)NC2CCCCC2)cc1
  27, 2, -8, 0, 80*, -9, 4, 2, -22
> COC(=O)C1CCN(c2nc3ccccc3nc2C(C#N)C(=O)NCCc2ccccc2)CC1 (stereo not drawn)
  -187, -8, -6, -19, 2.8, -14, 2, 16, 31
> Cc1ccc(C(=O)Nc2ccc(C)c(S(=O)(=O)Nc3ccccc3Cl)c2)s1
  -30, 1, 6, 33, 0.4, -13, 1, 8, -79
> CN1CCN(Cc2nc3ccccc3c(=O)n2CC#N)CC1
  -5, 6, 4, 0, 0.8, -6, 24, 4, 11
> O=C(NCc1ccccn1)c1ccc(Cn2c(=S)[nH]c3ccc(Br)cc3c2=O)cc1
  -89, 11, 14, -1, 8.6, 48, 42, 3, -28
> C=CCNC(=S)N1CCN(S(=O)(=O)c2ccc(C)cc2)CC1
  -7, 10, 2, -15, 1.4, -7, 9, 8, -15
> Cc1cccc(N2C(=O)CSC2c2cccnc2)c1 (stereo not drawn)
  7, 4, -6[fluorescence artefact?], -10, -0.5, -8, 0, 10, 8
> Fc1ccc(-c2cc(C(F)(F)F)nc(N3CCCCC3)n2)cc1
  6, -4, 1, 3, 0.5, -16, 0, 8, 7
> CCOC(=O)CSc1nc(C)[nH]c1[N+](=O)[O-]
  -1, -50, 0, -8, 0.6, -15, -10, 4, 5
> N#CC1=C(N2CCOCC2)/C(=C\c2ccccc2)CC1
  -29, ., 2, -22, -0.3, -1, 3, 7, 50
> CCN(CC)CCCNC(=O)C1c2ccccc2C(=O)N1Cc1ccc(C)cc1 (stereo not drawn)
  -18, -2, 1, 31, 0.2, 0, 3, 9, 10
> CC(=O)c1c(O)cc(C(C)C)n(-c2ccccc2)c1=O
  1, 1, 14, -5, 0.7, -5, 5, 6, 4
> NCc1nc(-c2ccc(Cl)cc2)no1
  -15, 10, -2, -11, 1.8, -9, -10, 11, -9
> CC(=O)Nc1nc2ccccc2n1CCOc1ccccc1
  -18, 10, 1, -3, -0.3, 5, 0, 10, -12
> Cc1ccnc(NS(=O)(=O)c2ccc(NC(=O)c3c(-c4ccccc4Cl)noc3C)cc2)n1
  10, 0, 5, 1, 0.8, -11, 1, 7, 21
